Assay outcomes: PubChem BioAssay, Sanford-Burnham Center for Chemical Genomics
ATG4B inhibitor: inhibitors of human ATG4B cysteine protease. inhibition, % at 8.33 µM. Q9Y4P1. 0.51% of 340,000 active. ATG4B cleavage of LC3-PLA2, NBD-HPC fluorescence, 1 h; in the data active = inhibition above about 40%
Target sequence (Q9Y4P1 whole entry, looked up): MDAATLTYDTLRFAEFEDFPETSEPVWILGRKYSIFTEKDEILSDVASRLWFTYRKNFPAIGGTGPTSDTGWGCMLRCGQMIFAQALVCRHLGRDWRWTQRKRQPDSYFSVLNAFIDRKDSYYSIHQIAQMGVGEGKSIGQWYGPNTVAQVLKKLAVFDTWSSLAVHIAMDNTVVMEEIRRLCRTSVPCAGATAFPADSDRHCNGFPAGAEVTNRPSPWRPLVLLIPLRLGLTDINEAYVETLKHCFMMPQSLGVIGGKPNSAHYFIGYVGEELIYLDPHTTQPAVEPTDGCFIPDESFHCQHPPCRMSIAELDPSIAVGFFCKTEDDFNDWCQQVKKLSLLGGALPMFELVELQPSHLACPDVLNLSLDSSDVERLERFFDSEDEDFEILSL
hIAP act: increases human intestinal alkaline phosphatase activity; P09923; 0.16% of 330,000 active; activation factor at 10 µM; purified human IAP, CDP-Star luminescence, 30 min; stronger effect = higher value; 1 = vehicle-only enzyme, 0 = enzyme-free background;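 active = activation factor of the enzyme at least 2-fold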; also: the source names both 10 and 20 µM as test concentration; values of inactives mirror those of a sister screen read the other way
Target sequence (P09923 whole entry, looked up): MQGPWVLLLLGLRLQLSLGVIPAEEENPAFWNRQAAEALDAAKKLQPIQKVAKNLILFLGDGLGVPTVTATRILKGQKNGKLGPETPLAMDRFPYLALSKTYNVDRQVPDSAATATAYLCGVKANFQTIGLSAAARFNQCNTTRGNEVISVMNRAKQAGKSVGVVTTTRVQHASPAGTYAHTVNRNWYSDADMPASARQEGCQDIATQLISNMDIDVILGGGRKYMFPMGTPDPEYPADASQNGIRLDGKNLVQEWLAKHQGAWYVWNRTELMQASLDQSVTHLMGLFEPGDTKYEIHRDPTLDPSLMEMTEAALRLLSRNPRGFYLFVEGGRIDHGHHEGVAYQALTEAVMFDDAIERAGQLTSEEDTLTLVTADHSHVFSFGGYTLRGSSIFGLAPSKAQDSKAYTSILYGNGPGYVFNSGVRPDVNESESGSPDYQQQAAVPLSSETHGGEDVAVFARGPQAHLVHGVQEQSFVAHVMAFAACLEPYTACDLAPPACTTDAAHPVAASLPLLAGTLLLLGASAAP
TIM10 inh: growth inhibitors of TIM10 yeast strain; S. cerevisiae TIM10 strain growth, BacTiter-Glo luminescence, 24 h; inhibition, % at 10 µM; 1.4% of 330,000 active;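 active = inhibition of 40% or more at the single tested concentration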;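 also: wild-type TIM10 isogenic control strain grown at permissive 25 °C; 0% = DMSO yeast wells and 100% = minimal medium wells without yeast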
hIAP block: human IAP inhibition | P09923 | inhibition, % at 10 µM | purified IAP, CDP-Star luminescence, 30 min | 0.12% of 330,000 active;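 active = inhibition reaching a set limit with compound at 10 µM in the primary screen, cut at about 35% in these data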;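 also: plate controls were DMSO wells with enzyme for no effect and no-enzyme buffer wells for full effect; values of inactives mirror those of a sister screen read the other way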
tim10-1 inh: growth inhibitors of tim10-1 mutant yeast; 2.2% of 330,000 active; inhibition, % at 20 µM; S. cerevisiae tim10-1 ts strain growth, BacTiter-Glo, 24 h;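 active = inhibition of at least 40%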;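 also: mutant grown at 25 °C; 0% = DMSO wells with yeast and 100% = wells holding no yeast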
mIAP activ: mouse IAP activation; muIAP, CDP-Star luminescence, 30 min; stronger effect = higher value; 1 = vehicle-only enzyme signal, 0 = enzyme-free wells; activation factor at 10 µM; 0.24% of 330,000 active; AID 2805;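 active = activation factor of at least 2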; also: the source names both 10 and 20 µM as test concentration; values of inactives mirror those of a sister screen read the other way
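also added = chemiluminescent substrate CDP-Star | test system = mouse IAP enzyme | signal = chemiluminescence readout | compound = DMSO-dissolved test compounds | incubation = 30 min at room temperature | benchmarks = DMSO wells, no-enzyme wells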
NLRP3 yeast inh: blocks the NALP3 inflammasome reconstituted in yeast. inhibition, % at 10 µM. Yeast reconstituted NLRP3/ASC/caspase-1, beta-gal luminescence, 24 h. 0.39% of 330,000 active;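 active = inhibition of 50% or more; inactive = inhibition below 50%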;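 also: plate controls were induced DMSO wells for no effect and uninduced yeast grown without galactose for full effect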
Apaf1 inhib: inhibitors of human Apaf-1 apoptosome | 0.71% of 330,000 active | inhibition, % at 20 µM | O14727 | reconstituted apoptosome caspase-3 activity, DEVD-Rh110 fluorescence | AID 489030; active = inhibition of at least 40% at 20 µM;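 also: plate controls were DMSO wells for no effect and DEVD-CHO caspase inhibitor wells for full effect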
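Material: reconstituted apoptosome with Apaf-1, cytochrome c, caspase-9, procaspase-3, dATP / Buffer or medium: pH 7.5 Hepes buffer with CHAPS, BSA, DTT / Also added: cytochrome c with DEVD-Rh110 / Schedule: compound with Apaf-1, dATP, procaspase-3 30 min, then 50 min reaction, room temperature / Technique: rhodamine 110 fluorescence at Ex 480/Em 540 nm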
mIAP block: mouse IAP inhibition | purified mouse IAP, CDP-Star luminescence, 30 min | inhibition, % at 10 µM | 0.2% of 330,000 active | AID 2806;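 active = inhibition of at least 40% at 10 µM in the primary screen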;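 also: plate controls were DMSO with enzyme for no effect and no enzyme wells for full effect; values of inactives mirror those of a sister screen read the other way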
* = called active by the depositor; . = not tested or not shown.

Below each compound – ATG4B inhibitor	hIAP act	TIM10 inh	hIAP block	tim10-1 inh	mIAP activ	NLRP3 yeast inh	Apaf1 inhib	mIAP block
COc1ccc(/C=C(\NC(=O)c2ccccc2)C(=O)NCCN2CCOCC2)cc1OC
    -4	1	0	-4	-10	0.99	3	1	1
COc1ccc(OC)c(NC(=O)CCc2nnc3ccc(N4CCC(C)CC4)nn23)c1
    -5	1.3	12	-28	-7	1	13	1	0
CCc1cc2cccc(C)c2nc1SCC(=O)Nc1cc(C)on1
    -4	0.96	-5	4	21	0.96	9	0	4
CCOc1ccc(Cn2c(=O)sc3ccccc32)cc1OC
    0	1.2	-16	-22	-1	1.1	10	0	-7
Cc1ccc(/C=C2\NC(=S)NC2=O)cc1[N+](=O)[O-]
    -4	1.5	13	-46	6	0.91	6	-3	10
COc1cc(C(=O)NCCCOC(C)C)ccc1OC1CCN(C(C)=O)CC1
    -3	0.96	-2	4	-13	0.97	13	16	3
COc1cccc(OC)c1C(=O)Nc1ccc(CN2CCCCC2)cc1
    -14	0.96	7	4	4	0.97	8	-3	3
COc1ccc(CC(=O)NCc2ccc3c(c2)cc(C)n3C)cc1
    -4	1	4	-3	8	0.96	26	10	4
CCN(C[C@H]1N[C@@](Cc2ccccc2)(C(=O)OC)[C@H]2C(=O)N(Cc3ccccc3)C(=O)[C@@H]12)C(=O)NC(C)C
    1	1	13	-1	12	1	15	9	-2
COc1cccc2cc(C(=O)NCc3ccc(C)cc3)c(=O)oc12
    -2	1.1	-11	-12	-3	1.1	-3	8	-10
COCCN(C(=O)C(C)C)c1nnc(-c2cccc(C)c2)s1
    -13	0.83	-15	17	28	0.97	5	6	3
COc1ccc(C(=O)CSc2nc3ccccc3n2CC(=O)c2ccccc2)cc1
    -8	1.1	26	-13	33	0.94	23	12	6
COc1ccc(OC)c(C(C)NC(=O)c2ccco2)c1 (centres undefined)
    -7	1.1	0	-10	-5	0.98	8	-25	2
CC1CC1C(=O)OCC(=O)NNC(=O)c1ccc([N+](=O)[O-])cc1 (centres undefined)
    -8	0.84	15	16	0	0.94	16	-11	6
Cn1c(CC(=O)Nc2ccc(Cl)c(Cl)c2)nnc1SCC(=O)N1CCN(c2ccccc2)CC1
    -8	1.4	20	-40	12	0.97	7	7	2
Cc1ccc(S(=O)(=O)CCC(=O)N(C)C2CCCCC2)cc1
    4	0.93	21	7	33	1	16	-5	0
COc1ccc(C(=O)Nc2ccc(Cl)cc2C(=O)N2CCOCC2)cc1
    2	1.1	6	-10	-1	1	-1	0	0
Cc1cc(C)nc(NS(=O)(=O)c2ccc(NC(=O)c3cc4c(=O)n5cccc(C)c5nc4n3C)cc2)n1
    8	1.1	5	-10	15	0.95	-11	0	5
CCCCNC(=O)NS(=O)(=O)c1ccc(C)cc1
    -10	0.88	13	12	18	0.98	15	0	2
COC(=O)c1ccccc1NC(=O)C(C)n1nc(C)c2c(C)n(-c3ccccc3)nc2c1=O (centres undefined)
    -7	1.3	-20	-32	31	1.1	6	16	-10

A second format for some results above:
SMILES: COc1cccc(OC)c1C(=O)Nc1ccc(CN2CCCCC2)cc1
  ATG4B inhibitor: -14	hIAP act: 0.96	TIM10 inh: 7	hIAP block: 4	tim10-1 inh: 4	mIAP activ: 0.97	NLRP3 yeast inh: 8	Apaf1 inhib: -3	mIAP block: 3

SMILES: COc1ccc(CC(=O)NCc2ccc3c(c2)cc(C)n3C)cc1
  ATG4B inhibitor: -4	hIAP act: 1	TIM10 inh: 4	hIAP block: -3	tim10-1 inh: 8	mIAP activ: 0.96	NLRP3 yeast inh: 26	Apaf1 inhib: 10	mIAP block: 4

Following part
Below each compound – ATG4B inhibitor	hIAP act	TIM10 inh	hIAP block	tim10-1 inh	mIAP activ	NLRP3 yeast inh	Apaf1 inhib	mIAP block
CC(=O)C1=C(O)CC(C)(C)CC1=NCCc1nc2ccccc2[nH]1
    -3	0.98	-13	2	6	1.1	-17	-7	-14
O=C(Nc1ccc2oc(-c3cccnc3)nc2c1)c1ccc(Br)o1
    1	1.1	1	-11	-42	0.98	20	7	2
C=CCOc1ccc2nnc(C)n2n1
    -6	0.77	8	23	-1	0.95	12	-5	4
CCCN1CCN(C(=O)CCNC(=O)Cn2cnc3ccccc3c2=O)CC1
    -8	0.92	3	8	-21	0.88	11	-2	12
CN(C(=O)COC(=O)c1ccc(Cl)s1)C1(C#N)CCCCC1
    3	1.2	-1	-15	10	0.92	-2	4	8
CS(=O)(=O)N(CC(N)=O)c1cccc(Br)c1
    5	1.2	-10	-15	-4	1	9	12	-3
COc1ccccc1CCC(=O)N(C)C1CCCN(Cc2ccccc2F)C1 (centres undefined)
    0	1.1	2	-8	18	1	12	6	-5
CC(=O)ON1C(C)(C)Cc2noc(N)c2C1(C)C
    2	0.97	11	3	6	0.98	11	6	2
CCc1ccccc1NC(=S)N(CCN(C)C)C(C)c1ccccn1 (centres undefined)
    -1	1	6	0	8	1	6	-4	-1
O=C(/C=C/NNC(=O)c1cccc(Br)c1)c1cccc(Br)c1
    -1	0.98	19	2	28	0.83	32	8	16
COc1ccc([C@@H]2[C@@H]3C(=O)N(C(C)(C)C)C(=O)[C@@H]3[C@]3(Cc4ccc(Cl)cc4)C(=O)N(c4ccc(C)cc4)C(=O)N23)cc1
    -14	0.95	13	5	0	0.94	10	-3	6
O=C(CSc1nncc(=O)[nH]1)NC1CCCCC1
    1	0.97	-18	3	14	0.95	17	8	5
O=C(Cn1cnc2sc3c(c2c1=O)CCCC3)NCC(=O)Nc1c(F)cccc1F
    10	1.2	-6	-16	0	0.98	4	-6	2
CCOC(=O)N1CCN(C(=O)c2oc3ccc(S(=O)(=O)N4CCCCCC4)cc3c2C)CC1
    3	0.97	8	3	20	0.97	10	14	3
COC(=O)CCCCC1SCC2NC(=O)NC21 (centres undefined)
    0	1.2	-11	-22	-12	1.1	4	4	-8
COCCN(CCOC)S(=O)(=O)NC[C@H]1O[C@@H](n2cnc3c(N)ncnc32)[C@H](O)[C@@H]1O
    6	0.96	5	4	-15	0.93	9	-6	7
CC(Sc1nnnn1C)C(=O)NC1CCCC1 (centres undefined)
    -7	0.91	-7	9	2	0.96	6	-4	4
O=C(COC(=O)C12CC3CC(CC(O)(C3)C1)C2)NCCc1ccc(Cl)cc1
    -7	1	-2	-3	13	0.97	4	5	2
COc1ccc(S(=O)(=O)N2CCCC(C(=O)O)C2)cc1Cl (centres undefined)
    2	0.87	2	13	3	1.1	23	-3	-5
Cc1cc(NC(=O)Nc2cccs2)no1
    1	1.1	-3	-9	-15	1	23	-10	-2
COc1cccc(N2CCN(C(C)C(=O)NC34CC5CC(CC(C5)C3)C4)CC2)c1 (centres undefined)
    -21	0.81	21	19	30	0.95	8	28	5
Cc1cc2[nH]c3c(c[n+](C)c4ccccc34)c2cc1C
    8	1.1	66*	-5	38	0.9	28	28	10
CC(=O)CSc1nc2ccccc2s1
    -3	1	19	0	28	1	0	3	0
CCCCN(CCCNC(=O)C1CCN(C(=O)c2cc3sccc3n2C)CC1)Cc1ccccc1
    0	1	9	-4	-5	1.4	14	13	-38
Cc1ccc(NC(=S)NC(=O)c2ccc(F)cc2)cc1S(=O)(=O)Nc1ccccc1Cl
    -1	0.95	5	5	14	0.79	15	17	21
CC(=O)Cc1nsc(NC(=O)C2Cc3ccccc3C(=O)O2)n1 (centres undefined)
    -4	1	5	-2	9	1	-13	12	-2
O=C(CSc1nnnn1C1CCCCC1)N1CCCC1
    3	1.2	-5	-18	-3	1	4	0	0
COc1ccc(NC(=O)CSCC(=O)Nc2ccc(S(=O)(=O)N3CCCC3)cc2)cc1
    -1	1.2	8	-16	-9	0.66	16	1	34
COc1ccc(C)cc1NC(=O)CSc1nc2ccccc2nc1N1CCCCC1
    -8	1.1	-2	-6	2	0.85	4	12	15
CC(C)OP(=O)(c1ccccc1)c1ccccc1
    3	1	1	-1	11	1	5	1	-1
CC(C)C(O)(C(=O)NNc1ccccc1)C(C)C
    -7	0.94	8	6	7	1	17	-3	0
COc1ccc(/C=C/c2ccccc2)cc1[C@H]1[C@H]2C=CC[C@@H](C)[C@@H]2C(=O)N1Cc1ccccc1
    10	0.77	3	23	20	1.1	20	13	-5
Cc1nc(NC(=O)c2cccc(Cl)c2)sc1C(=O)N1CCCCC1
    -6	0.78	26	22	19	0.96	17	11	4
CCC(=O)Nc1nc(N)n(-c2ccccc2)n1
    -9	0.91	-25	9	6	1	5	9	-4
COc1cc(S(=O)(=O)NCc2ccc3c(c2)OCO3)ccc1Cl
    -6	1	-14	-1	2	1.1	11	5	-8
O=C1C(=C(O)c2ccccc2)C(=O)c2ccccc21
    4	1.2	5	-18	-9	1.2	22	41*	-16
O=C(OCc1ccc([N+](=O)[O-])cc1Cl)c1cnccn1
    5	0.78	-3	22	-6	0.96	3	4	4
CC12CC3CC(C)(C1)CC(C(=O)NC(=S)N1CCOCC1)(C3)C2
    -3	1.1	1	-13	30	1.1	8	-4	-12
CC(=O)c1ccc(S(=O)(=O)NCC(=O)Nc2nc3ccccc3[nH]2)cc1
    -2	1.8	0	-79	3	0.73	8	-18	27
COc1ccc(C)cc1NC(=O)C1CCN(S(=O)(=O)c2cccs2)CC1
    -12	1.1	13	-8	-17	0.98	20	3	2
CCCOc1cccc(C(=O)Nc2cccc(NC(=O)c3ccco3)c2)c1
    17	0.94	11	6	-4	0.96	14	14	4
CCNC(=O)NC(=O)CSc1nc2ccccc2n1CCOC
    4	0.91	-3	9	-13	1.1	11	-1	-8
Cc1cccc(OCC(=O)N2CCc3ccccc3C2)c1
    -5	1	-4	0	22	1.1	23	11	-10
O=C(COc1ccc(Cl)cc1Cl)NCC(=O)N/N=C/c1c[nH]c2ccccc12
    -10	1.1	0	-7	11	1	13	3	-5
Cn1ccnc1SCC(=O)NC1(C#N)CCCCC1
    -1	1	-4	-2	-22	0.93	14	3	7
CCOC(=O)N/N=C/c1c(F)cccc1F
    -9	1.2	-2	-15	17	1.1	0	6	-10
Cc1ccc(S(=O)(=O)NCCC(=O)NC2CCN(Cc3ccccc3)CC2)cc1
    -1	0.96	-11	4	-3	1.1	16	7	-7
Cc1ccc(NC(=O)Cn2c(=O)oc3ccccc32)cc1C
    -3	1.1	-11	-6	-11	0.97	19	-2	2
Cc1ccc(C)[n+](CC(=O)N2CCCCC2)c1
    0	1	7	-2	0	1	2	5	-1
COc1ccc(C(CNC(=O)COc2ccc([N+](=O)[O-])cc2)N2CCCCC2)cc1 (centres undefined)
    4	0.89	8	11	-10	0.93	11	8	7
COCC(=O)Nc1ccc(Br)c(C)c1
    -16	1	-68	-5	-10	1	-1	6	0
COc1cc(NC(=O)COc2ccccc2)c(OC)cc1NC(C)=O
    -10	0.95	8	5	-11	1	5	2	-5
COCCNC(=O)NC(=O)CSc1nc(C)c(C)c(C)n1
    -4	0.87	-22	13	2	0.92	-2	-4	8
CC[C@]12c3[nH]c4cc(-c5ccco5)ccc4c3CCN1C(=O)[C@@H](CC(=O)NCCCN(C)C)C[C@@H]2C(=O)N1CCN(C(=O)C2CC2)CC1
    .	.	-12	.	11	1.1	.	23	-12
NCC(=O)Nc1ccc(Br)cc1
    5	0.94	0	6	2	1	11	-5	-2
CCN(CC)S(=O)(=O)c1cc(Cl)ccc1OC
    -8	1.1	2	-11	29	1.1	8	6	-6
